# OPRK1 antag MB = antagonists of human kappa opioid receptor OPRK1, Maybridge library; Kappa-type opioid receptor (Homo sapiens), P41145; OPRK1 cells, antagonist mode, fluorescence readout; inhibition, % at 9 µM; 16,000 compounds, 0.4% hits; AID 652031, 2013; in the data active = inhibition above about 50%
# Target sequence (P41145 whole entry, looked up): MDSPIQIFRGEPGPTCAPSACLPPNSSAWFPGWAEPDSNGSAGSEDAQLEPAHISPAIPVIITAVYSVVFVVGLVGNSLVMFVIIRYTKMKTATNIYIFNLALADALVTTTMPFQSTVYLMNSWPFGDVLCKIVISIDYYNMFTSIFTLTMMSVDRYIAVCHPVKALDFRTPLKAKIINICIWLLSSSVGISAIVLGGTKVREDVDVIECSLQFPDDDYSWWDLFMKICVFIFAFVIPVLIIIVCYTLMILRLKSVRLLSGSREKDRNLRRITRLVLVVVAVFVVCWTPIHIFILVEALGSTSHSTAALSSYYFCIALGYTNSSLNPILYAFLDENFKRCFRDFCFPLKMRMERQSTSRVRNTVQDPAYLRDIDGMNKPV
# rat GALR2 agon = agonists of rat galanin receptor 2 (GALR2); activation, % at 10 µM; Galanin receptor type 2 (Rattus norvegicus), O08726; cell-based GALR2 agonist screen; 16,000 compounds, 0.5% hits; in the data active = activation above about 15%
# NOTCH agonist = agonists of NOTCH signaling; activation, % at 2.5 µM; 15,000 compounds, 0.4% hits; NOTCH signaling luciferase reporter cells, luminescence; AID 434982, 2010; in the data active = activation above about 2.2%
# TLR4-MyD88 inh = inhibitors of human TLR4-MyD88 binding; Toll-like receptor 4 (Homo sapiens), O00206; Cell-based TLR4-MyD88 binding inhibition assay; inhibition, % at 10 µM; 16,000 compounds, 0.06% hits; in the data active = inhibition above about 45%
# PME-1 Maybr inh = inhibitors of human PME-1 in Maybridge library | recombinant PME-1, FP-Rh probe fluorescence polarization | Protein phosphatase methylesterase 1 (Homo sapiens), Q9Y570 | 16,000 compounds, 0.5% hits | inhibition, % at 9 µM; in the data active = inhibition above about 30%
# S1P1 agonist = activates the human S1P1 receptor. Sphingosine 1-phosphate receptor 1 (Homo sapiens), P21453. S1P1 agonist cell-based reporter assay. activation, % at 4.5 µM. 16,000 compounds, 1.5% hits. AID 1044, 2008; in the data active = activation above about 80%
# luminol inh ctr = counter-screen for Nox1 inhibitors: inhibitors of luminol chemiluminescence; HRP/luminol/H2O2 chemiluminescence counterscreen; inhibition, % at 6.7 µM; 16,000 compounds, 0.4% hits; also: reference of the scale not given here
# Nox1 inhibitor = inhibitors of human NADPH oxidase 1 (Nox1) | Q9Y5S8 | HT29 cells, luminol chemiluminescence ROS | inhibition, % at 6.7 µM | 16,000 compounds, 0.81% hits | AID 1792, 2009
# Target sequence (Q9Y5S8 whole entry, looked up): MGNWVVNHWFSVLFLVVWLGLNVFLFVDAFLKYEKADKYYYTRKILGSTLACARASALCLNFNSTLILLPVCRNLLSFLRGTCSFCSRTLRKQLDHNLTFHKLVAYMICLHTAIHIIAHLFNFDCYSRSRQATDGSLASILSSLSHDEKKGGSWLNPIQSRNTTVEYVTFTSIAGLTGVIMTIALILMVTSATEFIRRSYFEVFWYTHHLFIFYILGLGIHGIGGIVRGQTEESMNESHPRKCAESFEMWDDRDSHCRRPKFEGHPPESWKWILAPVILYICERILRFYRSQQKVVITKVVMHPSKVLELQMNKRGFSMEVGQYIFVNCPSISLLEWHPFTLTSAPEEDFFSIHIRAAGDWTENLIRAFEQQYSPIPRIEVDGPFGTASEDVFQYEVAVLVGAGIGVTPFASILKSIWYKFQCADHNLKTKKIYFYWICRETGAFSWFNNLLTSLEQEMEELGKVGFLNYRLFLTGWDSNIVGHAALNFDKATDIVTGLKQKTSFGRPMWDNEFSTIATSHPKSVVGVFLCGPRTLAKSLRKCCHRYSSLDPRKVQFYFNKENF
# The depositor's hits bear a star; . = not tested or not shown. Rule as the data show it, unless noted: active = inhibition above about 75%; inactive = the rest. A portion of the library. The share of hits here may be higher or lower than overall.
# A first look:
# Every second line gives: Nox1 inhibitor, rat GALR2 agon, OPRK1 antag MB, luminol inh ctr, TLR4-MyD88 inh, PME-1 Maybr inh, S1P1 agonist, NOTCH agonist
C=CCN(c1ccccc1C(=O)NCC(=O)O)S(=O)(=O)c1ccc(C)cc1
→ -20, -5, -181, 4, -2, -2, -24, 0.5
O=C(Nc1cc(C(F)(F)F)ccc1Cl)C(=S)NC1CCCCC1
→ -73, -5, 2, 2, 3, -8, 13, -5.5

# The listing (from the top)
# Every second line gives: Nox1 inhibitor, rat GALR2 agon, OPRK1 antag MB, luminol inh ctr, TLR4-MyD88 inh, PME-1 Maybr inh, S1P1 agonist, NOTCH agonist
C=CCN(c1ccccc1C(=O)NCC(=O)O)S(=O)(=O)c1ccc(C)cc1
→ -20, -5, -181, 4, -2, -2, -24, 0.5
O=C(Nc1cc(C(F)(F)F)ccc1Cl)C(=S)NC1CCCCC1
→ -73, -5, 2, 2, 3, -8, 13, -5.5
O=C1CC2(CCCC2)C(=O)N1CCCNc1ncc(C(F)(F)F)cc1Cl
→ -48, -5, -24, 0, 10, 1, 10, -0.6
O=[N+]([O-])c1ccc(OCCCCCCOc2ccc([N+](=O)[O-])cc2)cc1
→ 27, -8, -3, -5, -7, 2, 13, .
O=C1CCCN=C(Nc2ccc(F)c(Cl)c2)S1
→ -22, -9, -13, 1, 5, 0, 6, -0.5
COC(=O)/C(C#N)=C\C=C\c1ccccc1
→ 25, -10, 6, -1, -2, -3, 1, -0.8
CCCc1c(C(=O)NNc2ccc(C)cc2)cnn1-c1ccccc1
→ 67, -2, 25, -5, 4, 8, 21, -0.1
CCOC(=O)/C(C#N)=C/Nc1cccnc1Oc1ccc(C)c2c1CCC2
→ -13, 27*, -26, 0, -9, -2, -6, -1.2
Nc1nn(-c2ccc(Cl)cc2)nc1C(=O)c1ccccc1
→ -28, 0, -7, -3, 4, 0, -6, 0.9
COC(=O)C1=C(N)CCCC1
→ -9, -6, 23, 1, 1, 2, -12, -0.6
Cn1c(Sc2ncnc(Sc3nnc(C(F)(F)F)n3C)c2[N+](=O)[O-])nnc1C(F)(F)F
→ 37, -6, -3, 101*, 4, 6, -5, 0.3
O=C(C1CCCCC1)N1CCN(C(=O)C2CCCCC2)CC1
→ -51, -9, 7, 2, -5, 0, -10, -0.7
COc1ccc(-c2csc(COC(=O)C(C)(C)C)n2)cc1
→ 0, -6, 2, -6, -7, 4, 17, -0.7
FC(F)(F)c1cccc(-c2noc(-c3ccc(-c4cccs4)s3)n2)c1
→ -42, -7, 7, 0, 5, 2, 20, 0.8
O=C(O)/C=C/C(=O)Nc1nccs1
→ -50, -7, -4, -2, 0, 1, -6, 0.2
O=C(NCC1CC1)Nc1cccs1
→ -51, -6, 12, 12, 2, -3, -4, -0.6
Cc1cccc(C)c1NC(=O)CSC(=O)c1sc2ccccc2c1Cl
→ -1, -2, -2, -11, 15, 8, 20, 0.5
O=C(O)/C=C\C(=O)Nc1ccccc1SCC(O)Cn1ccc(C(F)(F)F)n1 (centres undefined)
→ -22, -2, -10, -2, -7, -1, -129, -0.8
CCOC(=O)/C(C#N)=C/c1ccccc1Sc1ccc(Cl)cc1
→ -37, -7, 0, -2, 3, 1, -7, -0.8
CN(C)/C=C/C=c1/c(=O)c2cccc3cccc1c32
→ -67, -14, 32, 3, 6, 15, 102*, -0.7

# Full records from above.
# Listed for COC(=O)C1=C(N)CCCC1 : Nox1 inhibitor: -9; rat GALR2 agon: -6; OPRK1 antag MB: 23; luminol inh ctr: 1; TLR4-MyD88 inh: 1; PME-1 Maybr inh: 2; S1P1 agonist: -12; NOTCH agonist: -0.6
# Listed for O=[N+]([O-])c1ccc(OCCCCCCOc2ccc([N+](=O)[O-])cc2)cc1 : Nox1 inhibitor: 27; rat GALR2 agon: -8; OPRK1 antag MB: -3; luminol inh ctr: -5; TLR4-MyD88 inh: -7; PME-1 Maybr inh: 2; S1P1 agonist: 13; NOTCH agonist: .
# Listed for COC(=O)/C(C#N)=C\C=C\c1ccccc1 : Nox1 inhibitor: 25; rat GALR2 agon: -10; OPRK1 antag MB: 6; luminol inh ctr: -1; TLR4-MyD88 inh: -2; PME-1 Maybr inh: -3; S1P1 agonist: 1; NOTCH agonist: -0.8

# Following part:
# Every second line gives: Nox1 inhibitor, rat GALR2 agon, OPRK1 antag MB, luminol inh ctr, TLR4-MyD88 inh, PME-1 Maybr inh, S1P1 agonist, NOTCH agonist
CCOC(=O)c1cc(C)nc(N2CCC(C(N)=O)CC2)c1C#N
→ -10, -3, 14, -7, 9, 6, -7, -0.2
O=C(NC(=S)Nc1ccccc1)c1ccccc1
→ -33, -3, -8, 8, -2, -3, -13, 0.3
COc1ccc(Cl)cc1NC(=S)N1CCCN(Cc2ccc(F)cc2)CC1
→ -3, -6, 6, -2, ., 5, -2, -0.7
C/C(=N\C(=O)NN)c1cnn(-c2ccccc2)c1C
→ -57, -3, -5, -2, 4, -2, -10, 0.4
O=C(NC(=S)Nc1ccc2c(c1)OCCO2)c1ccccc1
→ -18, -3, 14, -11, -3, 5, 6, 0.0
O=[N+]([O-])c1ccc(Oc2n[nH]c3ccccc23)nc1
→ -25, -3, -5, 14, 4, -1, -10, -0.7
O=S(=O)(Nc1ccc(Cl)cc1)c1ccccc1I
→ -22, -6, 9, -9, 0, 10, 49, 0.0
CC1CN(c2ccc(NC(=O)c3ccco3)cc2C(=O)O)CC(C)O1 (centres undefined)
→ -6, -4, -3, 0, 17, 3, -1, 1.6
CCCS(=O)(=O)C/C(N)=N/OC(=O)Nc1ccc(Cl)cc1
→ -13, -4, -18, -4, 2, 8, 1, -0.5
Oc1c(Cl)cc(Cl)cc1C=Nc1cccc2cccnc12
→ -36, -1, 15, 5, -1, 11, -3, -0.5
O=C(NCCc1ccccc1)C(Cc1ccccc1)N1C(=O)c2ccccc2C1=O (centres undefined)
→ -17, -6, -4, 2, 1, 2, 9, -0.6
Cn1c(N2CCN(c3ccc(C(F)(F)F)cn3)CC2)cc(=O)n(C)c1=O
→ 17, -2, 24, -7, -7, 5, -4, 0.4
O=c1[nH]c2cc(Cl)c(Cl)cc2n1-c1ccncc1
→ -58, -3, -14, 0, -6, -6, -1, -0.2
C#CCOc1ccc(C(=O)OCC)cc1
→ 20, -5, 22, -8, 7, 8, 10, -0.8
CCOC(=O)c1cnc(N)nc1C(F)(F)F
→ -26, -5, -10, 0, 1, 2, -13, -0.4
COC(=O)c1ccc(S(=O)(=O)NCc2ccc3c(c2)OCO3)n1C
→ -16, -7, 8, -5, 1, 5, -8, -0.8
O=C1NN=C2C3CC4=NNC(=O)C4C(C3)CC12 (centres undefined)
→ -92, -3, -11, -1, 8, 8, -12, -0.1
CS(=O)CC(O)(c1ccc(Cl)cc1)c1ccc(Cl)cc1 (centres undefined)
→ 15, -9, 6, -3, 0, 5, 5, -0.4
CC(C)c1nc2ccccc2n1C1CC(=O)N(c2ccc(Cl)cc2)C1=O (centres undefined)
→ -37, -8, ., -1, 0, 1, -3, 0.3
COc1cccc(C(=O)NNC(=O)c2ccccc2[N+](=O)[O-])c1
→ -17, -2, -5, 4, -5, -4, -2, 1.8
CCOC(=O)c1cc(CSc2nnc(SC)s2)on1
→ -16, -12, 15, 2, 1, -1, -13, -0.2
Cc1ccc(NS(=O)(=O)N(C)C)cc1
→ -60, -7, 24, -1, -1, 2, -16, -0.3
O=C(NCc1ccccn1)C1CCC(c2ccc(Cl)cc2)CC1 (centres undefined)
→ 5, -6, 5, -4, -1, 1, -4, -0.3
N#CC(=Nc1ccc(C2CCCCC2)cc1)C1=C(O)c2ccccc2C1=O
→ -54, -2, 7, -18, 4, -2, 5, -0.7
Clc1ccc(-c2nnc(Cc3csc(-c4cccs4)n3)o2)cc1
→ 12, -6, 9, -8, -4, 7, -19, -0.4
NS(=O)(=O)c1ccc(NNC(=S)NCc2ccc(F)cc2)cc1
→ -41, -7, -4, 6, 11, 1, 17, -0.5
O=c1[nH]c2ccc(Cl)cc2c2oc(-c3ccccc3)nc12
→ 2, -2, -5, -2, 5, -20, -8, -0.5
O=C(NC1CCN(Cc2ccccc2)CC1)C1CC(=O)N(Cc2ccco2)C1 (centres undefined)
→ -13, -5, 5, -2, -1, 3, 2, -0.6
O=C1CCC(=O)N1CNc1cccnc1
→ 16, -6, 13, -5, -9, 3, 1, 0.0
Oc1ccc2ccccc2c1C(c1cccs1)N1CCCCC1 (centres undefined)
→ -2, -2, 12, -1, 8, -2, 4, 0.1
NS(=O)(=O)c1ccc(CNS(=O)(=O)Cc2ccccc2)cc1
→ -105, -5, 1, 2, 11, -1, 33, -0.7
CS/C(N)=N/N=C(\C)c1ccc(Cl)c(Cl)c1
→ 9, -9, 10, -2, -13, 7, 1, -0.6
CS/C(NCc1cccnc1)=C(/C#N)C(=O)c1cccs1
→ -18, -4, -2, 4, -19, -2, -5, -0.1
O=C1C(Cl)=C(OC(CO)CO)C(=O)c2ccccc21
→ -73, -9, 14, 0, -10, 5, -7, -0.6
CCOC(=O)CCn1c(=S)n(CCC(=O)OCC)c2ccccc21
→ -4, -6, 5, 2, 3, -4, -1, -0.8
Cc1cc(/C(N)=N/OC(=O)Nc2cccc(C(F)(F)F)c2)no1
→ -2, -5, -2, 0, -1, 2, 0, -0.5
O=C1OC(c2ccccc2)=C(C(=S)Nc2ccc(Cl)cc2)C1=O
→ -54, -2, -7, 4, 9, -3, 6, -0.5
O=C(O)CCCC(=O)Nc1cccc(C(=O)O)c1
→ -9, -9, 3, 0, -6, 3, -2, -0.7
Cc1nn(-c2ccccc2)nc1C(=O)NNC(=O)NC(=O)c1ccccc1Cl
→ -43, -6, 6, 7, 22, 2, 16, -0.6
COC(=O)c1ccc(S(=O)(=O)N2CCCN(Cc3ccccc3)CC2)n1C
→ -42, -6, -22, 5, -11, -9, -4, -0.4
O=S(=O)(c1ccc(-c2noc(-c3ccccc3)n2)cc1)N1CCOCC1
→ 9, -2, 29, -6, ., 4, -20, 0.3
COc1ccc2c(=O)c(-c3ccccc3)coc2c1
→ -2, -7, -26, -3, -1, 2, 6, 0.4
COc1cccn(CC(=O)NN)c1=O
→ -71, -1, 4, 4, 2, -4, -5, -0.1
COc1ccc(OC)c(Nc2ncnc(N)n2)c1
→ 15, -8, 11, -4, 1, 6, -2, -0.3
Clc1ccc(-c2nc(CN3CCOCC3)cs2)cc1
→ -24, -11, -13, 3, 2, 7, 102*, 0.1
O=C1C2CCC(C(O)C2)N1Cc1ccccc1 (centres undefined)
→ -5, -3, -2, -4, 0, 2, -8, -0.2
N/C(=N\OC(=O)c1sccc1Cl)c1ccc(Cl)cc1
→ -31, -3, 3, 4, -2, -10, 51, -0.4
O=C(NNC(=O)c1ccc(Oc2cc(Cl)cc(Cl)c2)o1)c1ccccc1
→ -12, -5, -13, -3, -12, 3, -18, .
Cc1c(Sc2ccc(Cl)cc2)cnn1C(=O)Nc1ccccc1
→ -36, -4, 3, 3, -8, 1, -3, -0.3
Cc1cc(C)c(/C=C(\C#N)C(=O)c2cccs2)[nH]1
→ 15, -9, 1, 19, -8, 3, -5, -0.4
CC(C)(C)NC(=O)/C=C/c1cc([N+](=O)[O-])ccc1Sc1ccc(C(F)(F)F)cn1
→ -1, -7, -24, 2, -3, 2, -16, -1.1
CCOC(=O)c1cnc(SCC(=O)c2ccc(Cl)cc2Cl)[nH]1
→ -36, -3, 17, 37, 11, 2, 8, -0.7
CC(C)(C)C(=O)Nc1ccccc1Cc1ccccc1
→ -55, -2, -16, -2, 8, 2, -11, -0.3
COC(=O)c1cc(S(=O)(=O)NCC2CN(Cc3ccccc3)CN(Cc3ccccc3)C2)oc1C
→ -28, -6, 6, 4, 1, 0, 22, -0.3
Oc1ccccc1-c1nc(-c2ccc3c(c2)CCO3)n[nH]1
→ -4, -5, 18, 8, -3, -42, -18, -0.4
Cc1onc(-c2ccccc2)c1CN1CCS(=O)(=O)CC1
→ -70, -8, -1, 2, 0, -1, 3, -0.6
N#Cc1c(-c2ccncc2)[nH]c(=S)[nH]c1=O
→ -9, -3, -2, 8, 7, 1, -10, -0.9
O=C1Nc2ccccc2/C1=C\c1cccc2ccccc12
→ -27, 5, -2, -1, 6, 3, 40, 0.2
CC1(C)CC(=O)C2=C(C1)OC(N)=C(C#N)C2c1cn(-c2ccccc2)nc1-c1ccccc1 (centres undefined)
→ -44, -9, 14, 2, -12, 4, -6, -0.2
O=C(Nc1ccc(N2CCOCC2)cc1)c1ccc(-n2cccn2)cc1
→ 5, -3, -10, -9, 3, -36, 4, -0.9
CSc1n[nH]c(NC(=O)c2cccs2)c1-c1ccccn1
→ -29, -1, 6, -1, 0, -3, -19, -0.3

# As entered above:
# PME-1 Maybr inh with `Clc1ccc(-c2nc(CN3CCOCC3)cs2)cc1` reads 7
# Nox1 inhibitor with `COc1cccn(CC(=O)NN)c1=O` reads -71
# PME-1 Maybr inh with `N#Cc1c(-c2ccncc2)[nH]c(=S)[nH]c1=O` reads 1

# Screening results (PubChem BioAssay)
